From PubChem BioAssay
OX1R antag-1 = OX1R (HCRTR1) antagonists, primary screen, fluorescence, CHO/OX1R cells, Fluo-8 calcium, orexin A; inhibition, % at 5 µM; actives 0.43% (n = 330,000); AID 434989, 2010; Fluo-8 calcium fluorescence;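 active = inhibition above its plate's threshold, mean inhibition of all tested compounds on the plate plus 3 SD, cut at about 37% in these data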;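 note: 0% = orexin A challenge wells and 100% = SB-334867-A antagonist wells; not every result past the cut was called active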
Target sequence (O43613 whole entry, looked up): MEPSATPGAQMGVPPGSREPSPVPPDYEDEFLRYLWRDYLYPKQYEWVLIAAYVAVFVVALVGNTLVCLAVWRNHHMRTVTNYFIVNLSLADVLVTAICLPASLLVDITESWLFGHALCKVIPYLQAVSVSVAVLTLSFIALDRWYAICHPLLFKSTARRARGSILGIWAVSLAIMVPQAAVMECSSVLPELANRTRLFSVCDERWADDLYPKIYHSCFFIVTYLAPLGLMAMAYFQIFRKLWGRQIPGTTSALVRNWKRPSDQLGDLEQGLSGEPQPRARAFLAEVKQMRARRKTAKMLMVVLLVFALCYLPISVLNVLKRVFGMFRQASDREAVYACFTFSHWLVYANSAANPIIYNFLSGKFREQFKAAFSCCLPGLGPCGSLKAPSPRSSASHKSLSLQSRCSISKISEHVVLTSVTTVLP
STK33 inh = inhibitors of purified STK33 kinase, primary screen, biochemical, ADP-Glo luminescence, homogeneous, cell-free; Serine/threonine-protein kinase 33 (Homo sapiens), Q9BYT3; MBP phosphorylation; inhibition, % at 10 µM; actives 0.073% (n = 320,000);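 active = inhibition at or above 25%, using the most active replicate where run in duplicate; inactive = inhibition below 25%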
Target sequence (Q9BYT3 whole entry, looked up): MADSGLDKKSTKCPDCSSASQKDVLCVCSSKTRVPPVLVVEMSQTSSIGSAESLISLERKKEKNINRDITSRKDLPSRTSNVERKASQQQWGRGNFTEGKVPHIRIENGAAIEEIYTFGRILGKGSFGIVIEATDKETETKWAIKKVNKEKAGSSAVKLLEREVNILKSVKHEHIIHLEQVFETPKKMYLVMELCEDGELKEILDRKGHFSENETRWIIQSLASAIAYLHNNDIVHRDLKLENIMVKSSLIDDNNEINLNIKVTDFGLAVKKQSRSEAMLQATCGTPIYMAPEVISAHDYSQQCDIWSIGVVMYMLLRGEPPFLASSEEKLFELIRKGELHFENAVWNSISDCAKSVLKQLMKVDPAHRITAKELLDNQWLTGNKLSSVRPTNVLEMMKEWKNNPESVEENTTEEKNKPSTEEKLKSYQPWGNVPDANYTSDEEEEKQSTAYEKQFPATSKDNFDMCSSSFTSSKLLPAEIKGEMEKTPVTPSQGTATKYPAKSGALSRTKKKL
OX1R antag-2 = antagonists of human orexin 1 receptor (OX1R); OX1R-expressing cells, FRET antagonist read-out; Orexin/Hypocretin receptor type 1 (Homo sapiens), O43613; AID 485270, 2010; inhibition, % at 6.6 µM; actives 1.8% (n = 330,000); in the data active = inhibition mostly above about 38%, no sharp cut-off; inactive = mostly below about 40%;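 note: 0% = agonist challenge alone and 100% = reference antagonist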
The depositor's hits bear a star; . = not tested or not shown. Random draw from the library; 2.2% or so of the library scored in one or more.

Start of the listing, in advance:
SMILES	OX1R antag-1	STK33 inh	OX1R antag-2
CS(=O)(=O)Nc1ccc(C(=O)NCCSCc2ccco2)cc1	-6	0.7	11
FC(F)(F)Oc1ccc(NC(=S)NCc2ccccc2)cc1	-10	0.6	16
O=C1NCCCC2c3c(cc(Br)c(O)c3Br)OC12N1CCCCC1 (stereo not drawn)	-9	-1.9	28
C=CCOc1cccc(/C=N/NC(=O)C(OC)c2ccccc2)c1 (stereo not drawn)	-19	-2.2	15
Cc1cccc(N2C(=O)CC(N(C(=O)c3ccco3)c3cccc(C)c3)C2=O)c1 (stereo not drawn)	-18	0.4	1
CCOC(=O)CNC(=O)C(CC(N)=O)NC(=O)OC(C)(C)C (stereo not drawn)	-7	-0.2	1
CCN(CC)S(=O)(=O)c1ccc2[nH]c(=O)[nH]c2c1	-5	0.3	-1
Cc1noc(C)c1S(=O)(=O)N1CCCC(C(=O)Nc2ccc(Cl)cn2)C1 (stereo not drawn)	-15	0.4	25
S=C(NCCc1ccccc1)N1CCN(Cc2ccc(Cl)c(Cl)c2)CC1	-9	-0.3	11
O=C(OCc1nc2scc(-c3ccccc3)c2c(=O)[nH]1)c1cc(Cl)ccc1[N+](=O)[O-]	-9	-1.2	8
NC(=O)c1ccsc1NC(=O)CN1C(=O)NC2(CCCC2)C1=O	16	-2.4	14
COc1ccccc1CN(Cc1cc2c(C)ccc(C)c2[nH]c1=O)Cc1nnnn1Cc1ccco1	-16	1.7	15
CC(C)CCNC(=O)CNC(=O)c1cccs1	3	-0.5	6
CCCC1(C(=O)O)NC(c2ccccc2O)C2C(=O)N(c3cccc(Cl)c3)C(=O)C21 (stereo not drawn)	-10	0.1	12
COCCN(C(=O)CNC(=O)c1cccs1)C(C(=O)NC1CCCCC1)c1ccco1 (stereo not drawn)	-21	-1.0	11

The whole of this part (from the top)
SMILES	OX1R antag-1	STK33 inh	OX1R antag-2
CS(=O)(=O)Nc1ccc(C(=O)NCCSCc2ccco2)cc1	-6	0.7	11
FC(F)(F)Oc1ccc(NC(=S)NCc2ccccc2)cc1	-10	0.6	16
O=C1NCCCC2c3c(cc(Br)c(O)c3Br)OC12N1CCCCC1 (stereo not drawn)	-9	-1.9	28
C=CCOc1cccc(/C=N/NC(=O)C(OC)c2ccccc2)c1 (stereo not drawn)	-19	-2.2	15
Cc1cccc(N2C(=O)CC(N(C(=O)c3ccco3)c3cccc(C)c3)C2=O)c1 (stereo not drawn)	-18	0.4	1
CCOC(=O)CNC(=O)C(CC(N)=O)NC(=O)OC(C)(C)C (stereo not drawn)	-7	-0.2	1
CCN(CC)S(=O)(=O)c1ccc2[nH]c(=O)[nH]c2c1	-5	0.3	-1
Cc1noc(C)c1S(=O)(=O)N1CCCC(C(=O)Nc2ccc(Cl)cn2)C1 (stereo not drawn)	-15	0.4	25
S=C(NCCc1ccccc1)N1CCN(Cc2ccc(Cl)c(Cl)c2)CC1	-9	-0.3	11
O=C(OCc1nc2scc(-c3ccccc3)c2c(=O)[nH]1)c1cc(Cl)ccc1[N+](=O)[O-]	-9	-1.2	8
NC(=O)c1ccsc1NC(=O)CN1C(=O)NC2(CCCC2)C1=O	16	-2.4	14
COc1ccccc1CN(Cc1cc2c(C)ccc(C)c2[nH]c1=O)Cc1nnnn1Cc1ccco1	-16	1.7	15
CC(C)CCNC(=O)CNC(=O)c1cccs1	3	-0.5	6
CCCC1(C(=O)O)NC(c2ccccc2O)C2C(=O)N(c3cccc(Cl)c3)C(=O)C21 (stereo not drawn)	-10	0.1	12
COCCN(C(=O)CNC(=O)c1cccs1)C(C(=O)NC1CCCCC1)c1ccco1 (stereo not drawn)	-21	-1.0	11
Cc1cc(NS(=O)(=O)c2ccc(NC(=O)CCCC(=O)O)cc2)nc(C)n1	-10	1.1	9
COc1ccc(C(NC(C)=O)c2ccc3cccnc3c2O)c(OC)c1 (stereo not drawn)	-19	-0.1	16
CC(C)[C@H](NC(=O)c1ccco1)C(=O)OCC(=O)Nc1cccc(F)c1	-9	1.5	0
CCOc1ccc(CNCCCSc2ncccn2)cc1	-11	-0.3	7
COc1ccc(N2CCN(CCNC(=O)CCCn3c(=O)[nH]c4cc(Cl)ccc4c3=O)CC2)cc1	-26	-1.1	30
COc1cccc(NC(=O)CN(C)C(=O)c2ccc3c(c2)C(=O)N(CCC(C)C)C3=O)c1	-14	-0.3	7
O=c1oc(-c2ccccc2NS(=O)(=O)c2ccc(F)cc2)nc2ccccc12	2	-0.4	3
COc1cc([N+](=O)[O-])ccc1NC(=O)CCN1C(=O)C2C3CCC(C3)C2C1=O (stereo not drawn)	4	-2.5	9
CCOC(=O)CSc1cc(C)nc(N)n1	0	-2.7	7
NC(=O)c1ccccc1NCC(=O)c1ccc(Cl)cc1	-5	0.3	-11
CC(=O)c1ccc(NS(=O)(=O)c2ccc(C)cc2)cc1	-18	-0.5	33
CC1CCCN(CCSc2ccc(Cl)cc2)C1 (stereo not drawn)	-22	-0.6	21
CC1CC(C)CN(C(=O)COC(=O)c2ccc(N3CCCC3=O)cc2)C1 (stereo not drawn)	6	-1.3	1
O=C1CCC(Cc2ccccc2)N1 (stereo not drawn)	-6	-1.1	10
Cc1cccc(NC(=O)c2ccc(CN3CCc4ccccc4C3)cc2)c1C	-14	1.2	6
CCCc1cc(C(=O)NCC(C)C)no1	-4	-1.3	10
CCOc1cccc2cc(C(=O)NCc3ccc(F)cc3)c(=N)oc12	-5	-0.3	15
COc1ccc(S(=O)(=O)N2CCCCCC2)cc1C(=O)Nc1cc(C)ccn1	-19	0.4	3
COc1cccc(/C=N/Nc2ccccc2C(=O)O)c1O	8	-3.6	1
COc1cccc(NC(=O)c2cccc(C(=O)Nc3cccc(OC)c3)n2)c1	-17	1.7	12
COc1ccc(OC)c(S(=O)(=O)N2CCN(C34CC5CC(CC(C5)C3)C4)CC2)c1	-26	0.0	10
CCc1nnc(SCc2ccc([N+](=O)[O-])cc2)nc1CC	-18	0.4	21
Cc1ccccc1C(C(=O)NC1CCCCC1)N(C(=O)CNC(=O)c1ccco1)c1cccnc1 (stereo not drawn)	-14	-1.9	6
COc1ccc(C(=O)C[n+]2ccc(-c3nnc4n3CCC4)cc2)cc1	-8	-1.0	85*
COc1ccc(NC(=O)CN(C)C(=O)c2ccc(NS(=O)(=O)c3ccc4[nH]c(=O)[nH]c4c3)cc2)cc1	-7	1.4	17
CC(C)(C)Nc1nc(Cl)nc(Nc2ccccc2)n1	-6	1.1	20
Cc1ccc2oc(-c3cccc(NC(=O)c4ccc(Br)o4)c3C)nc2c1	-19	0.0	13
CCOC(=O)c1c(NC(=O)NC(C)(C)C)sc2c1CCN(C)C2	-18	-0.2	6
CCOC(=O)C1CCCN(C/C(O)=C(\C#N)c2nc(-c3ccc(Cl)cc3)cs2)C1 (stereo not drawn)	-29	1.4	8
O=C(CN1CCN(c2ccc(O)cc2)CC1)Nc1ccc2c(c1)OCCCO2	-17	-1.4	13
COC(=O)c1cc(NC(=O)c2cc(-c3ccc(Cl)cc3)oc2C(F)(F)F)ccc1N1CCOCC1	-13	-0.3	5
O=C(Nc1ccccc1F)C1CCN(S(=O)(=O)c2cccnc2)CC1	-2	0.9	10
COc1cc(C(=O)OCC(=O)Nc2ccc(S(=O)(=O)N3CCCC3)cc2)cc(OC)c1OC	-15	0.1	9
CC(C)(C)n1nnnc1C(c1cccs1)N(Cc1cccnc1)CC1CCCO1 (stereo not drawn)	-15	0.1	31
CC(C)c1ccc(/C=C2\CC/C(=C\C=N\N(C)C)C2=O)cc1	-14	-1.2	10
Cc1ccc2c(c1)N(CCCC(=O)NCC1COc3ccccc3O1)C(=O)CO2 (stereo not drawn)	-22	-1.0	17
COc1ccc(-c2cnc(N)nc2-c2ccc(OCc3ccccc3)cc2O)cc1	-25	0.1	15
O=C(NCCc1ccc(Cl)cc1)c1ccc2c(c1)OCO2	4	-0.7	17
CCOC(=O)C1CCCN(Cc2cc(Br)ccc2OC)C1 (stereo not drawn)	-16	1.1	20
CC(=O)c1cccc(NC(=O)Oc2ccccc2)c1	-12	1.1	22
Cn1c(=O)cc(SCC(=O)N2CCN(Cc3ccc4c(c3)OCO4)CC2)c2ccccc21	-29	-0.3	5
CC(=O)c1cccc(NC(=O)C2CCCN(S(=O)(=O)c3ccc(F)cc3)C2)c1 (stereo not drawn)	25	13	75
Cc1ccc(C)c(NC(=O)CCC(=O)OC(C(=O)c2ccccc2)c2ccccc2)c1 (stereo not drawn)	-14	-2.5	4
COc1cccc(NC(=O)CN(C)C(=O)CCCc2c[nH]c3ccccc23)c1	-5	1.7	13
CCOC(=O)C1CCN(C(=O)c2ccc3c(=O)n4nc(Nc5cc(C)ccc5C)sc4nc3c2)CC1	-24	-1.1	4

Next section.
SMILES	OX1R antag-1	STK33 inh	OX1R antag-2
Cc1[nH]n(-c2ccccc2)c(=O)c1C=Nc1ccc2[nH]c(=O)[nH]c2c1	6	-1.5	11
CC(C)S(=O)(=O)c1csc(C(=O)NNC(=O)Nc2ccccc2)c1Cl	1	-0.4	-1
COc1cccc(C(=O)Nc2nc(-c3ccccc3)c(-c3ccccc3)o2)c1	-3	0.7	26
CCOC(=O)c1cccc(NC(=O)CSc2nnc(-c3cccnc3)n2CC)c1	-27	-1.8	14
Cc1ccc(N(C(=O)c2snc(C(N)=O)c2N)C(C(=O)NCC2CCCO2)c2ccc(C)o2)c(C)c1 (stereo not drawn)	-12	2.3	12
CCc1ccc2c(CC(=O)NNC(=O)c3ccncc3)coc2c1	7	0.1	5
Cc1ccccc1N1CCN(C(=S)c2ccc(-c3ccc([N+](=O)[O-])cc3)o2)CC1	-9	-0.9	3
COc1ccc2c(C)c(C(=O)N3CC[C@@H](N4CCC(O)CC4)[C@H](O)C3)oc2c1	-18	-2.9	23
O=C1NC(Cc2ccccc2)C(=O)Nc2ccc(Br)cc21 (stereo not drawn)	-17	-0.3	15
O=C(CSc1ncnc2sc3c(c12)CCCC3)N1CCC(c2noc3ccc(F)cc23)CC1	-15	-1.3	6
C=CCOc1ccc2ccccc2c1/C=N/O	-15	1.0	18
CC(C)(Oc1ccc(Cl)cc1)C(=O)NC1CCN(Cc2ccccc2)CC1	-28	-1.4	19
CCn1cc([N+](=O)[O-])c(C(=O)Nc2c(C)nn(Cc3c(F)c(F)c(F)c(F)c3F)c2C)n1	-32	-2.3	12
COc1cc2cc(C(=O)O)n(C)c2c(OC)c1OC	-21	-0.3	9
CCCOC(=O)Cc1n[nH]c(=O)[nH]c1=O	-23	0.6	16
O=C(Cc1ccc(Cl)cc1)N/N=C1\CCCc2ccccc21	-17	-2.4	10
COc1ccc(CNC(=O)/C=C/c2ccc(S(=O)(=O)NCc3ccco3)cc2)cc1OC	8	-0.9	14
O=C(NCC1CC1)c1cccc2c1C(=O)c1ccc(N3CCCC3)cc1S2(=O)=O	13	-0.8	30
O=[N+]([O-])c1ccc(Nc2ccc(F)cc2)nc1	-2	0.0	26
Cc1nc2ccc(Cc3ccc4nc(C)[nH]c4c3)cc2[nH]1	-12	0.7	5
Cc1ccc(CCNS(=O)(=O)c2ccc3c(c2)N(C)CCO3)cc1	-2	-3.4	30
c1ccc(-c2nc3c4ccccc4ccn3c2CN2CCOCC2)cc1	-14	-0.1	30
Nc1ccc(C(=O)OCC(=O)N2CCc3ccccc3C2)cc1[N+](=O)[O-]	-21	-2.0	29
CCn1c(Cc2ccccc2)nnc1SCC(=O)Nc1ccc2c(c1)OCCO2	-26	-1.7	14
Nc1ccc(C(=O)OCc2nc3ccccc3[nH]2)cc1	3	2.1	6
O=C(CCC1CCCN(C(=O)c2cc(C3CC3)[nH]n2)C1)N1CCN(c2ccccn2)CC1 (stereo not drawn)	-40	-0.5	23
CCC1(C)Cc2c(sc3nc(SCC(=O)c4ccccc4)[nH]c(=O)c23)CO1 (stereo not drawn)	-25	-1.2	11
COc1ccc2nc3oc(C(=O)N4CCC(C(N)=O)CC4)cc3cc2c1	-5	0.7	154*
CCOc1ccc(NC(=O)CN2C(=O)COc3ccc(Cl)cc32)cc1	-14	0.6	23
COC(=O)[C@@]1(C)[C@H]2C(=O)N(C)C(=O)[C@H]2[C@H]2CN=C(SCc3ccc(C#N)cc3)N21	7	.	1
COC(=O)c1[nH]c2cccc(C)c2c1NC(=O)CN1CCCc2ccccc21	-28	3.2	24
CCn1c(=O)c2cc(C(=O)NCCCOC)sc2c2ccccc21	-21	1.3	16
CC(=O)C1=C(c2cccc([N+](=O)[O-])c2)N(C(C)=O)n2c(C)nnc2S1	-17	1.3	5
Cc1c(Br)c(=O)[nH]c(=O)n1COCc1ccccc1	3	-0.1	11
CCn1ncc(CNC(=O)c2cccc([N+](=O)[O-])c2)c1C	4	-0.9	28
Cc1cc(C(=O)N/N=C/c2ccco2)c2ccccc2n1	-5	0.0	13
CC(C)CN(C(=O)CSc1nc(N)cc(N)n1)C1CCS(=O)(=O)C1 (stereo not drawn)	2	1.6	10
O=C(C1COc2ccccc2O1)N1CCN(c2ccccc2F)CC1 (stereo not drawn)	-5	-1.1	-1
COc1ccc(C2C(C#N)=C(N)OC3=C2C(=O)CC(C)(C)C3)cc1Cn1nc(C)c([N+](=O)[O-])c1C (stereo not drawn)	-16	0.0	18
CC(C)CC(=O)Nc1nnc(S(=O)(=O)Nc2ccccc2)s1	-29	-0.1	-7
Cn1c(=O)c2c3c(sc2n2c(SCC(N)=O)nnc12)CC(C(C)(C)C)CC3 (stereo not drawn)	-10	-0.2	6
CCC(=O)N1CCN(c2ccc(NC(=O)c3cc4ccccc4o3)cc2)CC1	-9	-0.2	14
Cc1nn2c(NCc3ccccn3)cc(C(C)(C)C)nc2c1-c1ccccc1	-23	-0.6	4
